# Screening results deposited in PubChem BioAssay by several laboratories.
# Tat export inh = inhibitors of E. coli Tat protein transport; E. coli MC4100 TorA-mCherry Tat export, fluorescence; inhibition, % at 10 µM; hit rate 0.036% among 340,000; AID 488895;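 active = mean replicate inhibition at least 50% and at least half of replicates individually reaching 50%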;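 note: exported cargo escapes ClpAP degradation while cytoplasmic cargo is degraded and loses fluorescence; 0% = median of neutral control wells and 100% = median of NaSCN control wells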
# OPRM1-OPRD1 inv = mu-delta opioid heterodimer inverse agonism; P35372+P41143; cell-based MOR-DOR heterodimer luminescence; inhibition, % at 9.3 µM; hit rate 0.21% among 340,000; in the data active = inhibition above about 22%, passing the limit was not always enough;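 note: 0% = cells with DMSO and 100% = wells without cells with DMSO; values of inactives mirror those of a sister screen read the other way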
# E coli growth = bacterial growth inhibition, counter-screen for AddAB inhibitors; AID 449728; hit rate 0.27% among 330,000; inhibition, % at 11.9 µM; E. coli V3065 growth, OD600 absorbance, 18 h;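 active = inhibition above the campaign's mean inhibition across all tested compounds plus 3 SD, cut at about 9.9% in these data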;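 note: uninfected addAB+ strain grown without phage in ampicillin broth; 0% = DMSO wells and 100% = ciprofloxacin 0.95 µg/ml wells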
# PfHsp90 yeast 2 = reduces growth (ATP signal) of yeast expressing P. falciparum Hsp90 | S. cerevisiae expressing PfHsp90, BacTiter-Glo ATP, 48 h; yeast lacking PDR1 and PDR3 efflux regulators | inhibition, % at 9.4 µM | hit rate 0.32% among 310,000;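 active = every replicate shows inhibition above about 80%, whatever the replicate mean, limit read from the data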;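 note: 0% = DMSO neutral controls and 100% = 20 µM radicicol positive controls; yeast relying on Plasmodium falciparum Hsp90 in place of its own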
# phage Ecoli inh = E. coli growth loss with phage present. growth absorbance. AID 651602. hit rate 0.26% among 360,000. inhibition, % at 11.9 µM; in the data active = inhibition above about 11%
# DSG3 Ab inh = human desmoglein-3 autoantibody binding inhibition; P32926; DSG3-coupled beads, scFv-anti-DSG3-GFP binding, flow cytometry; stronger effect = lower value; binding (percent of control), % at 10 µM; hit rate 0.48% among 310,000;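 active = binding more than 3 SD below its plate's average and above zero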;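 note: hits lower antibody fragment binding to DSG3; some compounds called inactive have numbers as strong as hits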
# Target sequence (P32926 whole entry, looked up, the tested form may be a part): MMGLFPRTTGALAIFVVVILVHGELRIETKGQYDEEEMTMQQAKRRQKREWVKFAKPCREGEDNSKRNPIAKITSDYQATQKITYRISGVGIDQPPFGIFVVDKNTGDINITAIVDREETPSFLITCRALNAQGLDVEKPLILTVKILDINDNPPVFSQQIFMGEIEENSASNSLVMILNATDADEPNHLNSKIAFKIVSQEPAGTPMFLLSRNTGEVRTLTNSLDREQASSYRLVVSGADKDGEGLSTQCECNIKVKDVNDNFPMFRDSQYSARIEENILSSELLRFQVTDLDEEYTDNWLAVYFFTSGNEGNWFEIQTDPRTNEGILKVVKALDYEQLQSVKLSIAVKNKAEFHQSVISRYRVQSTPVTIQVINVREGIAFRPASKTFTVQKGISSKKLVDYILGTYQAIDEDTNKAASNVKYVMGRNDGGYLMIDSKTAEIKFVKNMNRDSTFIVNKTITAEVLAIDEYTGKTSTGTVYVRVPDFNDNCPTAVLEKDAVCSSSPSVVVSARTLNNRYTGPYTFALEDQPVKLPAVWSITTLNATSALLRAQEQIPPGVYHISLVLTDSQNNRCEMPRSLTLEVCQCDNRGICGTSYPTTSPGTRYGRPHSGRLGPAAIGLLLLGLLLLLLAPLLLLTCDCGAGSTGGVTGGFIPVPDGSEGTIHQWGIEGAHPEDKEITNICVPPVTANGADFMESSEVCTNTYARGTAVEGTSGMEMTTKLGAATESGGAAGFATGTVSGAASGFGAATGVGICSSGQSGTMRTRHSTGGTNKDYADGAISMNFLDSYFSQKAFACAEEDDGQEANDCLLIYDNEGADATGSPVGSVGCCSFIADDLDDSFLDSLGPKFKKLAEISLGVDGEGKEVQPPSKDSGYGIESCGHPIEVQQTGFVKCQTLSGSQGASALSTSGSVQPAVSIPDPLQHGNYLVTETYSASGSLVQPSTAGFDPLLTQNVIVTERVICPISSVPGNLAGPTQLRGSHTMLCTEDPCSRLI
# MOR-DOR ag = agonists of human mu-delta opioid receptor heterodimerization; P35372+P41143; cells, OPRM1-OPRD1 heterodimerization, luminescence; activation, % at 9.3 µM; hit rate 0.3% among 340,000; AID 504326; in the data active = activation above about 18%;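 note: 0% = vehicle-treated cells and 100% = reference agonist; values of inactives mirror those of a sister screen read the other way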
# PKA-R1A activ = activates the PKA-R1A holoenzyme complex | hit rate 0.083% among 340,000 | activation, % at 11.4 µM | PKA-R1A dissociation, Cy5-IP20 fluorescence polarization; scaled: DMSO 0%, 113 µM cGMP 100%;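 active = percent activation above the mean of all tested compounds plus 3 SD, cut at about 19% in these data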;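 note: higher means more PKAc released from R1A so a rise in polarization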
# SUMO Mot1 rescue = SUMOylation pathway inhibition by Mot1-301 growth rescue | S. cerevisiae Mot1-301 growth rescue, ATP luminescence, 38.5C; percent above DMSO median, 100 means doubled | growth rescue, % at 18.8 µM | AID 2716 | hit rate 1% among 320,000;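 active = every valid replicate shows activation above 250% relative to neutral control wells; inactive = the rest, any valid replicate at or below 250%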;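 note: OY570 slx delta 5 strain wells were the positive control but not used for scaling; some compounds called inactive have numbers as strong as hits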
# Arrestin-AP2 inh = human beta-arrestin and AP2 interaction inhibition; FITC-arrestin peptide / GST-AP2 beads, flow cytometry; AP2 beta2 appendage carries R879A mutation; hit rate 0.31% among 340,000; AID 504490; inhibition, % at 10 µM;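 active = inhibition above a set limit, near 3 SD of compounds lacking own fluorescence, cut at about 54% in these data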;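 note: plate controls were DMSO wells for no effect and 5 µM unlabelled arrestin peptide for full effect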
#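 System: GST-AP2 R879A bound to glutathione beads, E. coli-expressed. Also added: 50 nM FITC-arrestin peptide. Schedule: compound with beads 12 min RT, then probe 1 h RT. Signal: bead flow cytometry, FITC channel. Read-out basis: percent response.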
# AddAB inh = less growth of phage-infected E. coli with AddAB; hit rate 0.29% among 330,000; inhibition, % at 11.9 µM; E. coli expressing H. pylori AddAB, absorbance growth; in the data active = inhibition above about 12%;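 note: 0% = vehicle wells of infected cells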
# Starred values were filed as active, the others as inactive; nt = not tested or not shown.
structure	Tat export inh	OPRM1-OPRD1 inv	E coli growth	PfHsp90 yeast 2	phage Ecoli inh	DSG3 Ab inh	MOR-DOR ag	PKA-R1A activ	SUMO Mot1 rescue	Arrestin-AP2 inh	AddAB inh
CCC(C)[C@H](NC(=O)CCn1nnc2ccccc2c1=O)C(=O)O (stereo partly drawn)	5	17	2.4	-6	2.5	89	-3.3	-10	2	5	2.5
CC(C)NC(=O)C1CCN(c2ccc(S(=O)(=O)N3CCOCC3)cc2Cl)CC1	-6	7	1.5	10	0.9	99	-1.4	-2	207	-5	0.9
Cc1ccccc1-n1ncc2c1CC(C)(C)CC2NC(=O)CN1CCCC1=O (stereo not drawn)	-7	24	1.3	-78	0.7	105	-7.2	-9	-10	-9	2.2
CCN(CC)N=Nc1ccc(S(N)(=O)=O)cc1	6	14	0.9	0	6.4	101	-2.9	-6	8	6	2.7
COc1cccc(NC(=O)CN2C(=O)NC3(CCCc4ccccc43)C2=O)c1 (stereo not drawn)	-7	7	1.2	-10	6.3	118	-1.9	-6	nt	-5	2.0
COc1ccc(-n2c(C)c(C)c3c(NCCCN(C)C)ncnc32)cc1	8	7	0.2	-2	0.5	100	-1.4	-1	-16	7	0.6
O=C(c1ccc(OC2CCN(CCc3ccccc3)CC2)cc1)N1CCC(CO)CC1	4	7	-0.9	-11	-2.2	104	-1.3	8	-7	11	-0.4
O=C(/C=C/Nc1ccccc1C(F)(F)F)c1ccco1	0	2	0.2	-25	3.4	102	-0.4	9	0	40	1.0
CN(C1CCCC1)C1CCN(C(=S)Nc2cc(F)cc(F)c2)CC1	-1	8	-1.1	9	-0.5	99	-1.4	-14	3	2	4.3
COC(=O)C1C(c2ccc(N(C)C)cc2)C(C(=O)OC)S(=O)(=O)CS1(=O)=O (stereo not drawn)	2	-1	-2.4	10	-0.6	108	0.1	-6	-5	1	0.8
CCCCn1c(N)c(N(CCC(C)C)C(=O)CC2CCCC2)c(=O)[nH]c1=O	-2	4	-0.1	nt	4.1	95	-0.6	-8	17	23	2.8
Cc1c(CCO)c(=O)n2n1CCCC2	-3	10	nt	-8	1.3	98	-2.3	-3	nt	2	nt
COc1ccc(CSc2nnc(-c3ccncc3)n2N)cc1	-1	10	0.7	2	1.8	95	-1.8	6	10	14	-1.2
CCN(CCCNC(=O)c1c(C)cc(=O)oc1C)c1cccc(C)c1	-9	-7	0.4	4	0.6	100	1.2	-1	-28	10	1.1
COCCOc1cc(N2C(=O)CSCC2=O)c(Cl)cc1Cl	-2	11	-0.2	6	0.5	99	-1.9	0	-6	-3	3.6
O=C(/C(=N\Nc1ccccc1)Sc1nnnn1-c1ccccc1)c1ccccc1	4	16	-2.2	-19	3.4	96	-3.1	-5	238	1	3.7
CCOc1ccc(CNC(=O)c2cccc(NC(=O)C3=C(C)OCCS3)c2)cc1	4	6	1.5	3	7.2	108	-1.2	2	10	49	8.1
CC(=O)Nc1ccc(S(=O)(=O)N2CCCC(C(=O)O)C2)cc1 (stereo not drawn)	-8	3	1.2	13	2.6	101	-0.6	5	-11	12	4.2
O=C(NCCc1nnc2ccc(NCCCN3CCOCC3)nn12)c1ccccc1	0	14	-0.3	13	5.7	109	-4.3	2	5	-5	-1.0
COc1cc(/C=N/NC(=O)c2ccc(COc3ccccc3Cl)o2)cc(Br)c1O	-1	8	-0.7	4	1.4	93	-1.6	-2	-4	-5	3.5
COc1ccccc1-n1c(=O)c2c3c(sc2n2c(SC(C)C)nnc12)CCC3	0	17	-0.5	9	3.3	106	-3.0	-10	3	-4	-0.2
CNCCCC1c2ccccc2C=Cc2ccccc21	3	9	-1.2	10	4.7	104	-1.7	-4	-3	5	1.6
O=C(CN1C(=O)NC(CCc2ccccc2)C1=O)NC1CC1 (stereo not drawn)	3	23	0.6	2	5.0	100	-5.0	3	-5	2	0.5
COc1ccc(S(=O)(=O)N2CCN(CC(O)COc3ccc(C#N)cc3)CC2)cc1OC (stereo not drawn)	1	-11	-0.9	-4	0.1	95	1.4	-1	2	34	-1.9
CC1C/C(=N/NC(=O)c2cccc(F)c2)c2ccc(O)cc2C1 (stereo not drawn)	0	9	-2.6	nt	1.8	100	-1.6	-3	-6	-5	-0.6
O=C(C[n+]1cccc(/C=N/O)c1)N1CCCCCC1	-6	-6	-0.2	2	1.1	111	0.9	3	-5	-2	0.7
CC1CCN(S(=O)(=O)c2ccc3c(c2)oc(=O)n3CC(=O)NCc2ccc3c(c2)OCO3)CC1	-1	10	-0.9	0	1.4	95	-1.9	7	21	19	2.1
COc1ccc(-c2nc(C)c(C(C)=O)n2O)cc1	-5	12	-1.5	-2	4.0	105	-2.4	4	-5	25	-1.0
CCc1ccccc1NC(=O)CNC(=O)c1cn(Cc2ccccc2)nc1-c1cccnc1	1	5	-0.9	13	0.1	95	-1.4	-18	5	64*	-0.6
Cc1ccc(OCCC(=O)Nc2ccc(S(=O)(=O)N3CCCC3)cc2)cc1	11	-2	0.5	nt	3.6	103	0.6	-6	nt	-3	1.8
CSCC[C@H](NC(=O)C(C)Oc1ccc(Cl)cc1)c1nc2ccccc2[nH]1 (stereo partly drawn)	6	-12	0.2	11	4.5	97	1.7	-6	-10	0	3.8
CN(C(=O)c1ccc(Cl)c(S(=O)(=O)N2CCOCC2)c1)c1ccccc1C(=O)O	5	-13	0.5	nt	2.2	99	2.2	-13	6	-1	-0.2
CCN(CC)S(=O)(=O)c1cc(C(=O)Nc2cc(C)on2)c(Cl)cc1Cl	3	3	-1.0	14	3.4	117	-0.6	8	-13	34	1.0
COC(=O)c1cc(NC(=O)Nc2cc(OC)ccc2OC)cc(C(=O)OC)c1	3	2	1.9	0	0.5	88	-0.5	-4	-2	-3	0.3
CCOC(=O)Nc1cc(C(=O)OC)ccc1C	-4	14	-0.5	7	2.9	101	-2.9	5	-6	6	4.7
O=C(O)c1ccccc1NC(=O)c1cc2ccccc2oc1=O	-3	-9	nt	-6	-1.8	115	1.8	-3	69	22	nt
O=C(NNC(=S)Nc1cccc(C(F)(F)F)c1)c1cccc(Cl)c1	-23	15	-0.7	-15	1.1	99	-2.6	-12	3	-2	-1.6
COc1ccc(OC)c(S(=O)(=O)Nc2ccccc2O)c1	-1	5	4.1	-9	3.5	109	-1.1	4	-16	9	0.9
O[C@@H]1CN(C2CCN(Cc3ccccc3)CC2)CC[C@H]1N1CCCCCC1	-5	-3	nt	-3	2.5	107	0.6	-6	nt	48	nt
COc1ccc(NC(=O)CSc2nccn2C)c([N+](=O)[O-])c1	-5	7	0.2	27	4.0	99	-1.4	-6	-11	-6	2.7
CC(=O)N1CCN(c2ccc(NCc3ccccc3)cc2)CC1	-4	-18	-0.6	0	1.2	97	2.9	-6	-21	25	0.8
CN(C)NC1CC(=O)N(c2ccccc2)C1=O (stereo not drawn)	-6	6	0.8	2	4.6	98	-1.2	-6	0	12	2.3
Cc1ccccc1CS(=O)(=O)c1cn(CC(=O)N2CCOCC2)c2ccccc12	1	14	0.1	12	0.6	113	-3.5	-5	372	-5	-0.7
COc1ccccc1OCC(=O)Nc1ccccc1C(=O)Nc1cccc(C(=O)O)c1	1	7	-0.1	-16	2.1	111	-1.2	11	-11	6	1.6
Cc1ccc(NCc2nc3ccccc3n2C)cc1C	-12	8	0.9	-6	-0.1	99	-1.6	7	2	0	0.2
CC(=O)c1cccc(N(CC(=O)Nc2cc(C)cc(C)c2)S(C)(=O)=O)c1	0	9	0.5	13	3.3	93	-1.6	2	-8	16	1.4
CCOC(=O)N1CCN(C(=O)CSCC(=O)Nc2nc(-c3ccc4c(c3)OCO4)cs2)CC1	-10	8	-1.8	-7	nt	107	-1.5	9	-5	-7	0.1
CCOc1ccc(S(=O)(=O)NCCc2cn3ccccc3n2)cc1	2	8	-0.5	-5	2.4	107	-2.4	-12	-13	13	0.3
CSc1ncccc1C(=O)OCC(=O)Nc1ccc(S(=O)(=O)N2CCCC2)cc1	-5	-1	-1.9	12	1.0	112	0.1	5	-5	15	2.8
N=c1sccn1CC(=O)Nc1ccc(Cl)cc1[N+](=O)[O-]	1	-1	1.2	-10	2.9	101	0.2	-10	205	5	2.5
COc1ccc(NC(=O)COn2nnc3ccc(Cl)cc32)cc1OC	-8	10	1.1	-2	3.0	103	-1.8	6	-4	11	1.3
CCCn1c(CCNc2nc(-c3cccc(Br)c3)cs2)nc2ccccc21	3	-14	nt	-14	-2.5	94	3.0	8	nt	47	nt
CCC(C)C(=O)Nc1cc(C(=O)OC)cc(C(=O)OC)c1 (stereo not drawn)	-1	-4	2.7	21	2.2	91	0.7	9	-8	0	2.3
CCn1c(-c2csc3c2CCC(C)C3)n[nH]c1=S (stereo not drawn)	1	-1	-1.1	6	4.3	94	0.1	-14	4	-5	1.3
CCc1ccc(NC(=O)CN2C(=O)CC(C)S(=O)(=O)c3ccccc32)cc1 (stereo not drawn)	6	13	-0.1	0	0.0	nt	-2.5	-2	-7	-24	3.8
CC(C)CNC(=O)COC(=O)c1ccc2c(c1)C(=O)N(Cc1ccco1)C2=O	-4	-16	-0.3	4	-0.7	104	2.0	8	-5	7	2.1

# New compounds follow:
structure	Tat export inh	OPRM1-OPRD1 inv	E coli growth	PfHsp90 yeast 2	phage Ecoli inh	DSG3 Ab inh	MOR-DOR ag	PKA-R1A activ	SUMO Mot1 rescue	Arrestin-AP2 inh	AddAB inh
O=C(NC1CCCCCCC1)c1cc(F)c(F)cc1Cl	-6	-12	-1.1	-5	4.4	101	1.7	-10	-7	6	-0.3
Cc1c(NC(=O)Nc2ccc(Cl)cc2Cl)c(=O)n(-c2ccccc2)n1C	-5	1	0.5	-5	2.4	89	-0.3	4	-19	8	2.1
CCOc1ccc(N(CC(=O)Nc2c(C)n(C)n(-c3ccccc3)c2=O)S(=O)(=O)c2ccccc2)cc1	3	6	1.4	-3	0.5	112	-1.1	-5	11	2	2.1
COc1ccc2c(c1)c(C(=O)N/N=C/c1cccc(Br)c1)c(C)n2C	0	9	1.3	12	0.0	nt	-1.8	6	22	23	2.3
CC(O)CNc1nc2c(c(=O)n(C)c(=O)n2C)n1Cc1cccc(C(F)(F)F)c1 (stereo not drawn)	6	-16	-1.1	nt	0.6	112	2.8	-9	244	-11	-0.4
C#CCOCCOCCOCCNc1nc(N2CCN(C(=O)[C@H](CO)n3cc([C@@H](N)C(C)C)nn3)CC2)nc(N2CCN(C(=O)[C@H](CCC(=O)O)n3cc([C@@H](N)[C@H](C)CC)nn3)CC2)n1	-10	11	-2.3	-1	-2.3	103	-2.2	-10	-11	19	-0.7
COc1cccc(CNCC2CCCO2)c1 (stereo not drawn)	2	2	-0.3	-1	-0.2	92	-0.5	1	1	-3	1.0
